Source: PubChem (Broad Institute)
ERp5 block – ERp5 (human) disulfide isomerase inhibition; Q15084; ERp5 insulin aggregation, absorbance 650 nm, 90 min; inhibition, % at 9.99 µM; 0.05% of 350,000 active;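 active = mean replicate inhibition above about 25%, with every replicate also reaching it, limit read from the data, passing the limit was not always enough; inconclusive = only one of those two criteria met; inactive = neither criterion met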
Target sequence (Q15084 whole entry, looked up): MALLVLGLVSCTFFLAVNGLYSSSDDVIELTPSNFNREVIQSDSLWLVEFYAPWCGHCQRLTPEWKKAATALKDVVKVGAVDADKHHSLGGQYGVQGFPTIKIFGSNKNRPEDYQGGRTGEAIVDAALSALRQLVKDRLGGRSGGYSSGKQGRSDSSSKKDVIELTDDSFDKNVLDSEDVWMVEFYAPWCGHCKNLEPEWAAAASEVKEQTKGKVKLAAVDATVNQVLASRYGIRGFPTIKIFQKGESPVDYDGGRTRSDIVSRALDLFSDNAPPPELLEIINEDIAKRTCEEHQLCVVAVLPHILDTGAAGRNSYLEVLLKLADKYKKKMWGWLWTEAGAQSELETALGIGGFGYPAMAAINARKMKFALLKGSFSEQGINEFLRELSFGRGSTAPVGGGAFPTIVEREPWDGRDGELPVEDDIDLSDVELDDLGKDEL
F508del corr – correctors of CFTR F508del function in bronchial epithelial cells; CFBE cells, YFP halide quenching; stimulated with forskolin plus potentiator P3; % fluorescence drop versus neutral controls; activity (quench increase), % at 7.58 µM; 0.36% of 350,000 active; AID 720511;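 active = mean added fluorescence quench of at least 8% versus neutral control, with both replicates also reaching 8%; inconclusive = only one of the mean or replicate conditions met; inactive = mean below 8% and not both replicates reaching 8%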;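 note: cells transiently co-express mutant CFTR-F508del with the halide-sensitive YFP; corrector assay measuring rescue of mutant channel to the surface after 24 h compound exposure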
EWS-Fli block – blocks EWS/Fli oncoprotein-driven transcription; A673 NR0B1-luciferase reporter, viability-normalised; inhibition, % at 12.6 µM; 0.67% of 350,000 active; AID 651661;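 active = mean inhibition of at least 50% after viability correction, with every replicate also passing that limit; inconclusive = mean reaches 50% but only one of two replicates passes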;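 note: firefly luciferase signal divided by Alamar Blue viability fluorescence both relative to DMSO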
PAX8 inh HTS – PAX8 transcriptional activity inhibition; RMG-I TPO-luciferase reporter, SteadyGlo, 24 h; inhibition, % at 12.6 µM; 1.2% of 360,000 active; AID 652154;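 active = mean replicate inhibition at least 60% with every replicate also reaching 60%; inconclusive = only one of the two criteria is met; inactive = mean below 60% and not all replicates reaching 60%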;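 note: luciferase light reporting Pax8 driven TPO promoter activity; plate controls were median of neutral control wells for no effect and mitoxantrone controls for full effect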
DENV2 CPE rescue – inhibitors of DENV2 cytopathic effect | DENV2-infected cells, cytopathic effect rescue, plate reader | CPE inhibition, % at 9.99 µM | 1.7% of 350,000 active | AID 651640; in the data active = CPE inhibition above about 20%, passing the limit was not always enough; inconclusive = no clear call, values can overlap the other calls; tested in BHK-21 cells;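 note: 0% = median of neutral control wells and 100% = median of positive control wells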
INS-1E GSIS act – primary screen for activators of insulin secretion dependent on glucose, INS-1E cells, GLuc reporter luminescence; INS-1E GLuc reporter insulin secretion, 2-3 h; activation, % at 16.6 µM; 0.61% of 370,000 active;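 active = lowest replicate activation of at least 40%, so every replicate reaches that level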;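 note: 0% = median of neutral control wells and 100% = median of IBMX positive control wells; some compounds called inactive have numbers as strong as hits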
ARNT-TACC3 inh – disruptors of human ARNT/TACC3 interaction; AlphaScreen His-ARNT PAS-B/GST-TACC3 binding, luminescence; TACC3 fragment carries E629A point mutation; inhibition, % at 9.99 µM; 0.66% of 390,000 active; AID 623870;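 active = mean inhibition of replicates at least 50% and at least half of replicates each reaching 50%; inconclusive = half or more replicates reach 50% but mean below 50%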;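 note: 0% = complete ARNT plus TACC3 wells and 100% = ARNT alone without TACC3; many hits fall short of the cut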
XiGFP reactiv – activators of X-chromosome reactivation in mouse fibroblasts; AID 743238; XiGFP mouse fibroblasts, % GFP-positive cells imaging, 3 d; cells co-treated with 5-aza-dC sensitizer; scaled so ellipticine positive control = 100%; activation, % at 7.58 µM; 0.055% of 360,000 active;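 active = mean normalized replicate activation at least 10% and every replicate at or above 10%; inconclusive = only one of the two criteria met; inactive = mean below 10% and not all replicates reach 10%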;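 note: 0% = median of on-plate neutral control wells and 100% = ellipticine 6 µM median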
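assay system = SV40-immortalized XiGFP fibroblast cells, line 68-5-11 | buffer or medium = DMEM plus 5-aza-dC sensitizer | doses = single-point pinned compound dosing | times = 3-day compound exposure, then 15 min fixation at room temperature | benchmarks = positive control ellipticine, 6 µM final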
The depositor's hits bear a star.

Results for Cc1onc(-c2ccccc2)c1C(=O)O/N=C(\N)c1ccc([N+](=O)[O-])o1 ?
ERp5 block: 2.5; F508del corr: -1.1; EWS-Fli block: -2.4; PAX8 inh HTS: -10.0; DENV2 CPE rescue: -3.7; INS-1E GSIS act: 14.8; ARNT-TACC3 inh: -0.9; XiGFP reactiv: -0.2

Results for COc1cc(C2Nc3ccccc3C(=O)N2c2ccc(Cl)cc2)c(Cl)cc1OCC(=O)O (configuration not stated) ?
PAX8 inh HTS: -74.7; INS-1E GSIS act: 30.6; ARNT-TACC3 inh: -30.1; XiGFP reactiv: 0.6

How did COCCCn1cc(CN(C)C2CN(Cc3cn(CCCOC)nn3)S(=O)(=O)C2)nn1 (configuration not stated) do in these assays?
ERp5 block: -2.2; F508del corr: -1.6; EWS-Fli block: -5.5; PAX8 inh HTS: 13.3; DENV2 CPE rescue: -2.5; INS-1E GSIS act: 2.5; XiGFP reactiv: -0.1

How did CCC1(c2ccccc2)NC(=O)N(CC(=O)Nc2cc(Cl)ccc2N2CCN(C)CC2)C1=O (configuration not stated) do in these assays?
ERp5 block: 2.0; F508del corr: 2.5; EWS-Fli block: 12.7; PAX8 inh HTS: 1.4; DENV2 CPE rescue: 2.8; INS-1E GSIS act: 11.6; ARNT-TACC3 inh: 0.6; XiGFP reactiv: 0.0

Results for CCC1CCCCN1CCCNC(=O)CS(=O)Cc1nc(-c2ccc(OC)c(OC)c2)oc1C (configuration not stated) ?
ERp5 block: 0.1; F508del corr: 2.4; EWS-Fli block: -10.0; PAX8 inh HTS: -15.8; DENV2 CPE rescue: 9.5; INS-1E GSIS act: -7.8; ARNT-TACC3 inh: 3.8; XiGFP reactiv: 0.1

What do the screens show for `Cc1ccc(N(C(=O)c2csnn2)C(C(=O)NC(C)(C)C)c2ccccn2)cc1` (configuration not stated)?
ERp5 block: 0.0; F508del corr: 2.8; EWS-Fli block: 16.7; PAX8 inh HTS: -1.8; DENV2 CPE rescue: 1.7; INS-1E GSIS act: 5.4; ARNT-TACC3 inh: 1.9; XiGFP reactiv: -0.8

What do the screens show for `CN(CC(=O)Nc1c(Cl)cccc1Cl)C(=O)CC1Sc2ccccc2NC1=O` (configuration not stated)?
ERp5 block: -1.3; F508del corr: -1.7; EWS-Fli block: -7.1; PAX8 inh HTS: 25.2; DENV2 CPE rescue: -2.0; INS-1E GSIS act: 2.9; XiGFP reactiv: 0.0

How did Cc1c(C(=O)Nc2ccc(S(=O)(=O)Nc3ncccn3)cc2)oc2ccccc12 do in these assays?
ERp5 block: 4.7; F508del corr: -3.3; EWS-Fli block: 4.1; PAX8 inh HTS: 12.1; DENV2 CPE rescue: -11.7; INS-1E GSIS act: 1.2; ARNT-TACC3 inh: -17.3; XiGFP reactiv: -0.4

How did CCCc1c(C(=O)Nc2ccc(F)cc2F)cnn1-c1ccccc1 do in these assays?
ERp5 block: 2.0; F508del corr: -0.3; EWS-Fli block: -3.8; PAX8 inh HTS: 1.1; DENV2 CPE rescue: -2.1; INS-1E GSIS act: 4.8; ARNT-TACC3 inh: -3.0; XiGFP reactiv: 0.0

What do the screens show for `Cc1ccc2c(c1)c1c3n2CCN(CC(N)=O)C3CCC1` (configuration not stated)?
ERp5 block: 3.5; F508del corr: -21.1; EWS-Fli block: 5.1; PAX8 inh HTS: 96.7*; DENV2 CPE rescue: -1.0; INS-1E GSIS act: -7.3; ARNT-TACC3 inh: 2.3; XiGFP reactiv: 0.0

How did Cc1ccc(NC(=O)CN2C(=O)NC(C)(c3ccc(Cl)cc3)C2=O)c(Br)c1 (configuration not stated) do in these assays?
ERp5 block: 1.6; F508del corr: 1.0; EWS-Fli block: 19.8; PAX8 inh HTS: 11.4; DENV2 CPE rescue: 11.6; INS-1E GSIS act: -16.1; ARNT-TACC3 inh: -16.1

Results for COCCNC(=S)NN=C1CCC(c2ccccc2)CC1 (configuration not stated) ?
ERp5 block: -4.1; F508del corr: 0.7; EWS-Fli block: -2.0; PAX8 inh HTS: 4.6; DENV2 CPE rescue: 3.6; INS-1E GSIS act: -13.3; ARNT-TACC3 inh: 5.6; XiGFP reactiv: 0.0

Results for COc1ccc(NC(=O)Nc2ccc3c(c2)CC(=O)N([C@H](C)CO)C[C@H](C)[C@@H](CN(C)C(=O)Nc2ccc4c(c2)OCO4)O3)cc1 ?
ERp5 block: -1.0; F508del corr: 2.3; EWS-Fli block: -7.9; PAX8 inh HTS: -23.6; DENV2 CPE rescue: -3.4; INS-1E GSIS act: -7.9; ARNT-TACC3 inh: -0.6; XiGFP reactiv: 0.1

Results for Cc1ccc(-n2nc3c(=O)n(CC(=O)NCCc4ccc(Cl)cc4)nc(C)c3c2C)cc1 ?
F508del corr: 1.6; PAX8 inh HTS: 35.8; DENV2 CPE rescue: -2.5; INS-1E GSIS act: -2.4; ARNT-TACC3 inh: -7.4; XiGFP reactiv: 0.4

Results for O=C(Nc1ccc2c(c1)[C@@H]1C[C@H](CC(=O)N3CCOCC3)O[C@@H](CO)[C@@H]1O2)C1CCC1 ?
F508del corr: -1.9; EWS-Fli block: -5.7; PAX8 inh HTS: 1.0; DENV2 CPE rescue: -0.2; INS-1E GSIS act: 12.5; ARNT-TACC3 inh: -4.8; XiGFP reactiv: 0.0

How did CCc1nc2c(OCCn3cccc3)cccn2c1N(C)C(=O)c1cccs1 do in these assays?
ERp5 block: 3.3; F508del corr: -0.8; EWS-Fli block: 0.7; PAX8 inh HTS: 15.4; DENV2 CPE rescue: 3.3; INS-1E GSIS act: -2.1; XiGFP reactiv: 0.3

What do the screens show for `C[C@H]1CN([C@@H](C)CO)C(=O)c2cc(NC(=O)CCN3CCOCC3)ccc2O[C@H]1CN(C)C(=O)NC1CCCCC1`?
ERp5 block: 0.0; F508del corr: 3.2; EWS-Fli block: -3.2; PAX8 inh HTS: -3.0; DENV2 CPE rescue: 2.9; INS-1E GSIS act: 9.9; ARNT-TACC3 inh: -4.9; XiGFP reactiv: 0.1

How did O=C(CCC1CCCN(C(=O)c2ccccc2Cl)C1)N1CCN(c2ccccn2)CC1 (configuration not stated) do in these assays?
ERp5 block: 1.2; F508del corr: 0.9; EWS-Fli block: 6.9; PAX8 inh HTS: 11.5; DENV2 CPE rescue: 0.3; INS-1E GSIS act: 18.6; ARNT-TACC3 inh: 11.4; XiGFP reactiv: 0.1

Results for O=[N+]([O-])c1ccc(S(=O)(=O)NN=C2CCCCC2)cc1 ?
ERp5 block: -3.0; F508del corr: 0.9; EWS-Fli block: -16.9; PAX8 inh HTS: 22.7; DENV2 CPE rescue: -6.5; INS-1E GSIS act: -12.6; ARNT-TACC3 inh: -4.7; XiGFP reactiv: 0.3

What do the screens show for `CCOc1cccc(-c2c(C(=O)N/N=C/c3c(F)cccc3Cl)nnn2-c2nonc2N)c1`?
F508del corr: -1.4; EWS-Fli block: -13.3; PAX8 inh HTS: -0.2; DENV2 CPE rescue: -2.4; INS-1E GSIS act: -7.9; ARNT-TACC3 inh: 36.0; XiGFP reactiv: 0.0

What do the screens show for `C[C@@H](O)C#Cc1ccc([C@H]2[C@H](CO)N3CCCCN(C(=O)c4ccncc4)C[C@@H]23)cc1`?
ERp5 block: -3.5; F508del corr: 3.5; EWS-Fli block: -9.4; PAX8 inh HTS: 3.0; DENV2 CPE rescue: -0.1; INS-1E GSIS act: 15.2; ARNT-TACC3 inh: 7.7; XiGFP reactiv: 0.4

How did CO[C@H]1CN(C)C(=O)c2cc(NC(=O)NC3CCCCC3)ccc2OC[C@H](C)N(CC2CCOCC2)C[C@H]1C do in these assays?
ERp5 block: -2.2; F508del corr: 1.6; EWS-Fli block: 10.6; PAX8 inh HTS: -26.2; DENV2 CPE rescue: 1.6; INS-1E GSIS act: 9.6; XiGFP reactiv: 0.4

How did CC1CCCC(C)N1S(=O)(=O)c1ccc(Cl)cc1 (configuration not stated) do in these assays?
ERp5 block: -3.5; F508del corr: -0.2; EWS-Fli block: 7.1; PAX8 inh HTS: 31.7; DENV2 CPE rescue: 0.4; INS-1E GSIS act: 15.1; ARNT-TACC3 inh: -1.2; XiGFP reactiv: 0.0

Results for Cc1c(C(=O)NCc2ccc3c(c2)OCO3)sc2nc(-c3ccc(F)cc3)cn12 ?
ERp5 block: 4.1; F508del corr: -1.2; EWS-Fli block: -13.1; PAX8 inh HTS: -10.8; DENV2 CPE rescue: -3.4; ARNT-TACC3 inh: 0.6; XiGFP reactiv: -0.1

How did N#Cc1ccc(C(=O)OCC(=O)NC(=O)NCc2ccccc2)cc1 do in these assays?
ERp5 block: -2.0; F508del corr: -1.6; EWS-Fli block: -2.8; PAX8 inh HTS: 0.9; DENV2 CPE rescue: -13.6; INS-1E GSIS act: 41.0; ARNT-TACC3 inh: -1.0; XiGFP reactiv: 0.0

How did COCC(=O)Nc1ccc2c(c1)C(=O)N(C)C[C@H](OC)[C@@H](C)CN(C(=O)CC1CC1)[C@@H](C)CO2 do in these assays?
ERp5 block: 6.6; F508del corr: 0.7; EWS-Fli block: -7.5; DENV2 CPE rescue: 6.5; INS-1E GSIS act: -5.2; ARNT-TACC3 inh: -0.2; XiGFP reactiv: 0.1

Results for CCC(C)N(CCNC(=O)CC1Oc2ccccc2NC1=O)C1CCCCC1 (configuration not stated) ?
ERp5 block: -2.2; F508del corr: 1.6; EWS-Fli block: -4.6; PAX8 inh HTS: 18.0; DENV2 CPE rescue: inconclusive; INS-1E GSIS act: 13.3; ARNT-TACC3 inh: 2.0; XiGFP reactiv: -0.1

How did Cc1ccc(SCc2ccc(C(=O)Nc3cccc([N+](=O)[O-])c3C)cc2)cc1 do in these assays?
ERp5 block: -3.0; F508del corr: -0.1; EWS-Fli block: -10.8; DENV2 CPE rescue: 2.8; INS-1E GSIS act: 4.1; ARNT-TACC3 inh: -3.0

How did O=C(Nc1cccnc1)c1cc(S(=O)(=O)N2CCCCC2)c(Cl)cc1Cl do in these assays?
ERp5 block: 0.0; F508del corr: -2.0; EWS-Fli block: 14.3; PAX8 inh HTS: -5.9; DENV2 CPE rescue: -0.3; INS-1E GSIS act: -23.4; ARNT-TACC3 inh: -0.2; XiGFP reactiv: 0.1

How did CSCC(=O)N1CCC(Oc2cccc(C(=O)NCc3ccccn3)c2)CC1 do in these assays?
ERp5 block: 1.3; F508del corr: -4.3; EWS-Fli block: -1.1; PAX8 inh HTS: -7.9; DENV2 CPE rescue: 3.9; INS-1E GSIS act: 3.9; ARNT-TACC3 inh: 0.4; XiGFP reactiv: 0.0

What do the screens show for `CCC(=O)N1N=C(c2c(-c3ccccc3)c3cc(Cl)ccc3[nH]c2=O)CC1c1ccco1` (configuration not stated)?
PAX8 inh HTS: 10.2; INS-1E GSIS act: -18.0; ARNT-TACC3 inh: -5.2; XiGFP reactiv: 0.0

What do the screens show for `Cc1ccc(S(=O)(=O)Nc2cccc3c2O[C@H](CN(C)C(=O)NC(C)C)[C@@H](C)CN([C@@H](C)CO)C3=O)cc1`?
ERp5 block: 1.4; F508del corr: -0.6; EWS-Fli block: -2.6; PAX8 inh HTS: -4.9; DENV2 CPE rescue: -3.9; INS-1E GSIS act: -6.6; ARNT-TACC3 inh: -15.6; XiGFP reactiv: -0.3

What do the screens show for `CCCC(=O)N1CCC1(C)C(=O)NS(=O)(=O)c1ccc(OC)cc1` (configuration not stated)?
ERp5 block: -0.9; F508del corr: -2.4; EWS-Fli block: 13.1; DENV2 CPE rescue: 4.0; INS-1E GSIS act: -3.8; XiGFP reactiv: 0.1

How did CC1CCc2c(sc3nn[nH]c(=O)c23)C1 (configuration not stated) do in these assays?
ERp5 block: -0.9; F508del corr: -3.1; EWS-Fli block: -14.9; DENV2 CPE rescue: 4.8; INS-1E GSIS act: -10.6; ARNT-TACC3 inh: -5.5

Rows were taken by chance; about 4.2% have a hit in one of these screens.
